Screening results as filed in PubChem BioAssay.
XIAP displacement: XIAP antagonists, biochemical, IAP family, fluorescence polarization (AID 1018) | XIAP BIR domain, fluorescence polarization peptide displacement; higher % means a stronger effect | displacement, % at 20 µM, or IC50 in µM where a hit was titrated | 200,000 compounds, 0.007% hits; in the data active means displacement above about 50%; further: a part of the inactive calls stands beside numbers as strong as those of hits
SIAH1 antagonists: Siah-1 peptide-binding antagonists, primary screen, biochemical, fluorescence polarization, rhodamine-plectin, uHTS (AID 1817); displacement, % at 20 µM; hits with a dose series show IC50 in µM; 290,000 compounds, 0.02% hits; Siah-1 / rhodamine-plectin peptide fluorescence polarization; higher % means a stronger effect;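 active means displacement of at least 50% at 20 µM, with a fluorescence ratio check between 0.3 and a set limit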;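 further: plate controls were Siah plus tracer with DMSO for no effect and tracer alone without Siah for full effect; strong numbers were not always called active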
Lipid droplet: modulators of hepatic lipid droplet formation | AID 1656 | 240,000 compounds, 0.4% hits | inhibition, % at 6.5 µM | AML12 mouse hepatocytes, oleate lipid droplets, BODIPY imaging;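 active means lipid droplet intensity inhibited by at least 50%, with more than 500 cells counted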
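Assay system: AML12 hepatocytes (mouse) / Also added: 100 µM oleic acid challenge / Times: overnight treatment with compound plus oleate / Detection: high-content imaging of BODIPY-stained droplets and DAPI nuclei / Evaluation: % inhibition of lipid droplet signal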
AID2073: inhibitors of Mint1-CaV2.2 protein interaction, biochemical, HTRF (AID 2073). 290,000 compounds, 0.19% hits. inhibition, % at 20 µM, or IC50 in µM where a hit was titrated. HTRF protein-protein interaction, Mint1-CaV2.2; higher % means a stronger effect; in the data active means inhibition mostly above about 51%, no sharp cut-off; further: some results filed as inactive read as strong as hits
CSM14.1 death rescue: protection against thapsigargin-triggered cell killing – 384-well, CSM14.1, ATP luminescence, primary screen (AID 1222); one-dose cellular ATP content (survival), % at 20 µM; EC50 in µM for titrated hits; 190,000 tested, under 10 active; CSM14.1 thapsigargin-induced death rescue, ATP luminescence; higher % means a stronger effect;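 active means EC50 below 50 µM in the dose-response confirmation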;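 further: death triggered by thapsigargin at about 15 µM added after 2 h compound pretreatment; cell ATP read after overnight thapsigargin exposure of roughly 18 to 22 hours; normalized against plate controls of thapsigargin alone and 5% DMSO vehicle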
M17LAP inhibition: P. falciparum M17LAP inhibitors, primary screen, biochemical, fluorogenic H-Leu-NHMec substrate, 1536-well (AID 1619); recombinant M17LAP, H-Leu-NHMec fluorogenic kinetic assay; higher % means a stronger effect; one-dose inhibition, % at 30 µM; IC50 in µM for titrated hits; 220,000 compounds, 0.38% hits;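 active means compound inhibiting the enzyme by more than half at any dose during confirmatory dose-response retesting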;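 further: plate controls were full reaction with DMSO carrier for no effect and no enzyme background for full effect; strong numbers were not always called active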
LYP phosphatase: inhibitors of LYP phosphatase, biochemical, fluorescence intensity, uHTS (AID 1779). 290,000 compounds, 0.054% hits. recombinant LYP phosphatase, fluorescence intensity; higher % means a stronger effect. inhibition, % at 11.5 µM, or IC50 in µM where a hit was titrated;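 further: plate controls were vehicle with enzyme for no effect and no enzyme for full effect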
P. falciparum M1AAP: P. falciparum M1AAP inhibitors, biochemical, fluorogenic H-Leu-NHMec substrate, 1536-well (AID 1445). 220,000 compounds, 0.42% hits. recombinant M1AAP, H-Leu-NHMec fluorogenic kinetic assay; higher % means a stronger effect. inhibition, % at 30 µM, or IC50 in µM where a hit was titrated;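 active means primary inhibition above the hit cutoff, then over 50% inhibition at one or more dose response concentrations, cut at about 23% in these data, passing the limit was not always enough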;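 further: plate controls were DMSO full reaction for no effect and no enzyme background for full effect; strong numbers were not always called active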
HEK293 NOD2/NF-kB: inhibition of NOD2-driven NF-kB reporter – cell-based, luminescence, uHTS, HEK293 (AID 1566) | 290,000 compounds, 0.63% hits | inhibition, % at 4 µM, or EC50 in µM where a hit was titrated | HEK293 NOD2/NF-kB luciferase reporter, luminescence; higher % means a stronger effect; further: many of its hits are not listed in these tables
Lipid droplet cells 6.5 µM: further read-out of Lipid droplet, marked with its call; cell count; measured here: cell count, cytotoxicity flag;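 cells counted across two imaged fields per well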
* marks the source's active call; other numbers are inactive results; / = not tested or not shown. Unless noted, no stated cut-off is given here; in the data, active means inhibition above about 50%; inactive means the rest. The list is partial. The share of hits here may be higher or lower than overall.

The line under a structure holds: XIAP displacement | SIAH1 antagonists | Lipid droplet | Lipid droplet cells 6.5 µM | AID2073 | CSM14.1 death rescue | M17LAP inhibition | LYP phosphatase | P. falciparum M1AAP | HEK293 NOD2/NF-kB
> C=CCn1c(O)c(C=Nc2ccc(CN3CCCCC3)cc2)c(=O)[nH]c1=S
    / | 11% | 2 | 644 | -16% | / | 2% | 2% | 13% | 26%
> COCCCN(C(=O)CC1OC(=O)c2ccccc21)c1c(N)n(Cc2ccccc2)c(=O)[nH]c1=O (stereo unspecified)
    / | 4% | -1 | 766 | 5% | / | / | -8% | / | 20%
> C/C(=N/NC(=O)CSc1nc2ccccc2n1C)c1ccncc1
    -2.7% | -4% | -30 | 700 | 3% | -0.3% | -11% | -3% | 9% | 20%
> O=C(CC1C(=O)NCCN1Cc1ccccc1F)NC1CCCCCC1 (stereo unspecified)
    / | 1% | 2 | 718 | 6% | / | / | -6% | / | 7%
> COc1ccc(N(C)C(=O)C2CCN(S(=O)(=O)c3cccc4nonc34)CC2)c(OC)c1
    / | 1% | -19 | 785 | -9% | / | / | -10% | / | 11%
> CCOC(=O)c1[nH]c2ccc(OC)cc2c1NC(=O)CCN1CCCC(C)C1 (stereo unspecified)
    -4.9% | 3% | / | / | 22% | -1.4% | -42% | -9% | 14% | 8%
> CSc1ccc(OC2CCN(Cc3ccccc3)CC2)cc1
    -4.9% | 0% | 6 | 720 | 10% | 2.0% | -3% | 0% | -3% | -3%
> Nc1nc(-c2ccc(Oc3ccccc3)cc2)cs1
    / | 16% | -28 | 804 | -3% | / | / | -5% | / | -51%
> Cc1csc(NC(=O)c2cc3c(s2)CCCCC3)n1
    -8.1% | -2% | 2 | 771 | 10% | -5.7% | -5% | 1% | -5% | -74%
> Cc1ncc([N+](=O)[O-])n1CCN1C(=O)c2ccccc2C1=O
    / | -6% | 4 | 723 | 2% | / | / | -5% | / | 6%
> NS(=O)(=O)c1ccc(CCNC(=O)c2cc([N+](=O)[O-])ccc2N2CCCCC2)cc1
    / | 4% | -39 | 807 | 10% | / | / | -4% | / | 1%
> O=C(NNS(=O)(=O)c1ccccc1)c1cccc(F)c1
    / | -2% | -4 | 783 | -2% | / | / | -11% | / | 1%
> Cc1ccc(CN(c2ccc(C(=O)NCc3cccnc3)cc2)S(C)(=O)=O)cc1
    -3.4% | 1% | 1 | 773 | 0% | -1.2% | 1% | -7% | 0% | 21%
> O=S(=O)(c1ccc2c(c1)OCCO2)N1CCc2ccccc21
    -6.6% | 0% | -4 | 665 | -1% | 1.2% | 5% | -6% | 0% | 10%
> C=CCC1(CC=C)CCCN1C(=O)c1cc(COc2cccc(OC)c2)on1
    / | 0% | -6 | 736 | -1% | / | / | -6% | / | 2%
> CCNC(=O)NC(=O)C(C)OC(=O)c1oc2ccccc2c1CSC1CCCCC1 (stereo unspecified)
    0.8% | -7% | 4 | 659 | 6% | 2.2% | -23% | -3% | 2% | 2%
> C=C(C)C1CC=C(C)/C(=N/NC(=O)COc2cccc(C)c2)C1 (stereo unspecified)
    -0.7% | -3% | -37 | 734 | -4% | 16% | 22% | 4% | 2% | 11%
> O=C(NC1(C(F)(F)F)NC(=O)N(c2ccc(F)cc2)C1=O)c1cccs1 (stereo unspecified)
    3.2% | 0% | -3 | 583 | 5% | -1.8% | -18% | 1% | 19% | 16%
> O=C(COC(=O)C1COc2ccccc2O1)NC(=O)NC1CCCCC1 (stereo unspecified)
    -4.7% | 4% | 9 | 734 | 14% | -3.6% | -3% | -9% | -9% | 1%
> CCN(CC)S(=O)(=O)c1ccc(N(C)C)c(NC(=O)CC(NC(C)=O)c2ccccc2)c1 (stereo unspecified)
    -6.2% | 4% | -19 | 706 | 11% | -0.4% | 0% | 4% | -10% | 1%
> O=C(NCCCN1CCCC1=O)c1cc(NS(=O)(=O)c2ccc(F)cc2)cc(NS(=O)(=O)c2ccc(F)cc2)c1
    -8.4% | -10% | -3 | 734 | -6% | -3.8% | 23% | -7% | 12% | 12%
> Cc1csc(C(=O)O)c1-c1c(C)csc1C(=O)O
    -11% | 12% | -8 | 649 | -2% | 23% | 10% | -3% | 3% | 11%
> Cc1ccc(NC(=O)CN2C(=O)NC(Cc3ccccc3)C2=O)c(Br)c1 (stereo unspecified)
    -5.9% | 4% | 14 | 681 | -2% | -0.3% | 1% | -3% | -3% | 3%
> Cc1ccc(Oc2cc(NN3CCCCC3)c([N+](=O)[O-])cc2[N+](=O)[O-])c(Cl)c1
    / | 2% | / | / | -3% | / | / | -12% | / | 8%
> CCc1c(C)nc(SCC(=O)NC2CCCC2)[nH]c1=O
    / | 2% | -3 | 794 | -5% | / | / | -2% | / | -1%
> CCCC1(C(=O)OCC)NC(c2ccc(N(C)C)cc2)C2C(=O)N(c3ccccc3)C(=O)C21 (stereo unspecified)
    -5.1% | -2% | 6 | 781 | 7% | 0.1% | -15% | -5% | 11% | 13%
> Cc1nc2ccccc2c(=O)n1/N=C/c1cn[nH]c1-c1ccccc1
    / | 11% | 2 | 681 | -6% | / | -2% | -1% | 1% | 9%
> O=C(NCc1ccncc1)c1ccc(Oc2ccccc2)cc1
    -10% | 2% | 10 | 666 | -2% | -3.0% | 2% | -4% | 3% | 25%
> CC(C(=O)N=c1sc2ccccc2n1C)N1C(=O)C2CC=CCC2C1=O (stereo unspecified)
    -1.7% | -4% | 5 | 687 | 4% | -1.7% | -3% | 2% | 1% | 2%
> CCn1c(SCC(=O)Nc2nc3ccccc3s2)nnc1-c1ccc(Br)cc1
    -5.2% | 6% | 2 | 715 | 21% | -4.4% | -8% | 0% | 4% | 4%
> Cc1cccc(-c2nnc(SCC#N)n2-c2cccc(Cl)c2)c1
    -6.0% | -3% | 24 | 737 | 44% | 2.4% | -13% | -4% | -2% | 22%
> COc1cccc(CN(C)CC(=O)NCc2ccccc2Cl)c1OC
    -7.0% | 2% | -8 | 731 | 0% | -0.5% | 11% | 2% | 3% | 18%
> Cn1cc(SCC(=O)NC2CCCC2)c2ccccc21
    / | 1% | -2 | 890 | -6% | / | / | -6% | / | -1%
> CN(C(=S)NC1CCCCC1)C1(c2ccccc2Cl)CCCCC1=O (stereo unspecified)
    -2.5% | 16% | 0 | 641 | -6% | -2.7% | -1% | -3% | 3% | 4%
> C=CCNC(=O)COc1c(C)ccc(C)c1C
    -2.1% | 4% | 5 | 661 | 0% | 2.4% | 0% | -3% | 4% | -9%
> COc1ccc(C)cc1NC(=O)c1ccc(NS(=O)(=O)c2c(C)noc2C)cc1
    / | 4% | 0 | 751 | 7% | / | / | 0% | / | 1%
> Cc1ccc(N2CC(C(=O)NC3=NCCS3)CC2=O)cc1C (stereo unspecified)
    -0.4% | 7% | 2 | 759 | 14% | 2.2% | 1% | -1% | -1% | 16%
> COc1cccc(C(=O)Nc2ccc(N3CCN(C(=O)c4ccco4)CC3)cc2)c1
    / | -8% | 1 | 719 | -19% | / | / | -6% | / | -39%
> Clc1cccc(-c2ccnc3nc(-n4cccc4)nn23)c1
    0.6% | 2% | / | / | 20% | -1.9% | 1% | -8% | 2% | 6%
> COc1ccc(C(=O)COC(=O)CCn2nnc(-c3cccs3)n2)cc1
    -1.3% | 4% | 0 | 698 | 10% | / | 9% | -6% | 1% | 20%
> COc1ccc(N2CC(NC(=O)N3CCc4ccccc43)CC2=O)cc1OC (stereo unspecified)
    -3.0% | -1% | 4 | 711 | 1% | -0.3% | -9% | -5% | 6% | 20%
> O=S(=O)(Nc1ncnc2scc(-c3ccc(F)cc3)c12)c1cc(F)ccc1F
    / | -3% | 25 | 698 | 14% | / | / | -5% | / | 26%
> C/C(=N\NC(=O)c1sccc1C)c1cccnc1
    / | 9% | 0 | 779 | 1% | / | / | -8% | / | -21%
> CCCCC(=O)N(c1ccc(C)c(C)c1)C1C=CS(=O)(=O)C1 (stereo unspecified)
    -1.2% | 3% | / | / | -2% | -1.1% | -14% | -7% | -2% | 13%
> COc1ccc(C(=O)OCCN2CCOCC2)cc1
    -12% | 3% | -10 | 686 | 10% | -0.7% | -5% | -8% | -2% | -4%
> Cc1cc(-c2ccccc2)nc(N/N=C/c2ccco2)n1
    -6.3% | -1% | / | / | -11% | 0.3% | 16% | 5% | 12% | -64%
> CCOc1ccc(N2C(=O)S/C(=C\c3ccc(O)c(OCC)c3)C2=O)cc1
    / | -4% | 25 | 701 | 12% | / | 5% | 0% | 6% | 9%
> CCOc1ccc(/C=N/Nc2nc(=O)[nH]nc2C)cc1OC
    -6.2% | 6% | 3 | 705 | 10% | -1.0% | 14% | -7% | 13% | 14%
> COc1cccc(OC)c1C(=O)NNC(=O)c1ccccc1-n1cccc1
    -3.9% | 0% | -10 | 677 | -8% | / | -10% | -7% | 1% | 3%
> Cn1cccc/c1=N\c1cccc[n+]1C
    / | 16% | -2 | 747 | 5% | / | 10% | -4% | 21% | 3%
> COC(=O)C(NC(=O)COc1ccccc1)(Nc1nc2c(s1)CCCC2)C(F)(F)F (stereo unspecified)
    -9.5% | 0% | 1 | 778 | -17% | -0.4% | 5% | -1% | -2% | 14%
> CCOC(=O)C1(Cc2ccccc2)CCN(Cc2cnn(CC)c2)CC1
    -7.3% | 6% | -2 | 653 | 5% | -0.5% | 7% | -5% | 2% | 12%
> Cn1cccc1/C=N/N1CCN(c2ccccn2)CC1
    2.2% | -3% | 8 | 620 | 3% | -3.3% | 4% | 0% | 12% | 3%

Entries from the list above that contain an aryl thioether with sulfur outside any ring (6):
The line under a structure holds: XIAP displacement | SIAH1 antagonists | Lipid droplet | Lipid droplet cells 6.5 µM | AID2073 | CSM14.1 death rescue | M17LAP inhibition | LYP phosphatase | P. falciparum M1AAP | HEK293 NOD2/NF-kB
> C/C(=N/NC(=O)CSc1nc2ccccc2n1C)c1ccncc1
    -2.7% | -4% | -30 | 700 | 3% | -0.3% | -11% | -3% | 9% | 20%
> CSc1ccc(OC2CCN(Cc3ccccc3)CC2)cc1
    -4.9% | 0% | 6 | 720 | 10% | 2.0% | -3% | 0% | -3% | -3%
> CCc1c(C)nc(SCC(=O)NC2CCCC2)[nH]c1=O
    / | 2% | -3 | 794 | -5% | / | / | -2% | / | -1%
> CCn1c(SCC(=O)Nc2nc3ccccc3s2)nnc1-c1ccc(Br)cc1
    -5.2% | 6% | 2 | 715 | 21% | -4.4% | -8% | 0% | 4% | 4%
> Cc1cccc(-c2nnc(SCC#N)n2-c2cccc(Cl)c2)c1
    -6.0% | -3% | 24 | 737 | 44% | 2.4% | -13% | -4% | -2% | 22%
> Cn1cc(SCC(=O)NC2CCCC2)c2ccccc21
    / | 1% | -2 | 890 | -6% | / | / | -6% | / | -1%
